Bioassay records as filed in PubChem.
OXTR agonist: human OXTR agonists, primary screen, fluorescence, CHO-OTR cells, Fluo-8 calcium | Fluo-8 calcium fluorescence; normalized: DMSO 0%, oxytocin 100% | Oxytocin receptor (Homo sapiens), P30559 | AID 2435, 2010 | activation, % at 3 µM | 320,000 tested, 0.32% active;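 active = activation above the mean of all tested compounds plus 3 SD, cutoff set per screening run, cut at about 20% in these data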;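 note: peak over basal fluorescence ratio from a 100 s FLIPR kinetic read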
GalR3 antag: GalR3 antagonists in HEK293 cells, primary screen, cell-based, fluorescence readout; HEK293 GalR3-CNG cAMP membrane potential fluorescence; galR3 body fused to GalR1 C-terminus; inhibition, % at 3 µM; 360,000 tested, 0.44% active; AID 651719, 2012;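 active = inhibition above the screen-wide average plus 3 SD, cut at about 13% in these data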;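 note: forskolin and galanin both at EC90 stimulate the cells; cAMP rise reported by CNG channel membrane potential dye signal; 0% = forskolin plus galanin with DMSO and 100% = forskolin alone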
NALP1 inh: NALP1 inflammasome inhibitors in reconstituted yeast, colorimetric, S. cerevisiae, triplicate retest. S. cerevisiae NALP1/ASC/caspase-1 growth, X-gal OD620, 72 h. inhibition, % at 10 µM. 280,000 tested, 0.61% active. AID 2071, 2009; in the data active = inhibition mostly above about 24%, no sharp cut-off; inactive = mostly below about 32%; note: some compounds called inactive have numbers as strong as hits
MEKK3 PB1 HTS: modulators of MEKK3-MEK5 PB1 binding, primary screen, biochemical, wildtype MEKK3, multiplex bead flow cytometry, Alexa488-MEK5; Mitogen-activated protein kinase kinase kinase 3 (Homo sapiens), Q99759; bead-based flow cytometry, Alexa488-MEK5 binding to MEKK3; actives lie on both sides; 0 = blocked by unlabeled MEK5, 100 = vehicle; binding response (% of control), % at 10 µM; 290,000 tested, 1.4% active; AID 1529, 2009;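 active = binding response more than 3 SD above or below the average of its plate-row segment, actives on both sides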;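 note: Alexa488 bead fluorescence after subtracting the streptavidin-only scavenger bead signal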
Target sequence (Q99759 whole entry, looked up): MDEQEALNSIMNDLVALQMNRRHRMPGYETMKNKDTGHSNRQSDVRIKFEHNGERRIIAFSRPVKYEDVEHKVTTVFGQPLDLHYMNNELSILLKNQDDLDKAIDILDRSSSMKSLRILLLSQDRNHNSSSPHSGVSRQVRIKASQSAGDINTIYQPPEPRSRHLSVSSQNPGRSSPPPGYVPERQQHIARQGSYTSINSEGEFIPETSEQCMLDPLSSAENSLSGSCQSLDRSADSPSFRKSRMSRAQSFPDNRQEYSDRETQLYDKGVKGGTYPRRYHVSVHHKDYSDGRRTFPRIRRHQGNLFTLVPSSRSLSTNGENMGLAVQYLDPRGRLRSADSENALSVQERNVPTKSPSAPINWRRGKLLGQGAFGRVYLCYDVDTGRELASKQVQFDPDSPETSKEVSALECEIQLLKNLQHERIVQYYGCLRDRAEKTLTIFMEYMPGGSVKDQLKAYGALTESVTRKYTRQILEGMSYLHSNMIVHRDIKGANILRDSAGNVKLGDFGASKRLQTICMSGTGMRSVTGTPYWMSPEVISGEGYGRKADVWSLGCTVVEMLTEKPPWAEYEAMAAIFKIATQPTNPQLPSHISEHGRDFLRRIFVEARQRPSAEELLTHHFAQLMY
MEKK2wt PB1 HTS: modulators of MEK5 binding to wildtype MEKK2, primary screen, biochemical, multiplex bead flow cytometry, Alexa488-MEK5; Mitogen-activated protein kinase kinase kinase 2 (Homo sapiens), Q9Y2U5; Alexa488-MEK5 binding to MEKK2 WT; actives lie on both sides; binding response (% of control), % at 10 µM; 290,000 tested, 1.1% active; AID 1531, 2009; in the data active = binding response below about 67% or above about 130%
PHOSPHO1 block: PubChem AID 1565; 290,000 tested, 1.1% active; Phosphoethanolamine/phosphocholine phosphatase (Homo sapiens), Q8TCT1; recombinant PHOSPHO1, absorbance phosphatase assay; inhibition, % at 13.3 µM; in the data active = inhibition above about 60%
MEKK2mut PB1 HTS: MEK5 binding signal on mutant MEKK2 PB1, primary screen, biochemical, multiplex bead flow cytometry, Alexa488-MEK5 | Alexa488-MEK5 binding to MEKK2 mutant | 290,000 tested, 0.35% active | percent response, % at 10 µM; in the data active = percent response above about 24%, passing the limit was not always enough; note: inactives centre near 1; some results filed as inactive read as strong as hits; reference of the scale not given here
GPR7 antagonist: GPR7 receptor antagonists, primary screen, cell-based, fluorescence, single concentration; Neuropeptides B/W receptor type 1 (Homo sapiens), P48145; GPR7-expressing cells, fluorescence antagonist assay; inhibition, % at 4.4 µM; 290,000 tested, 1.1% active; AID 1861, 2009; in the data active = inhibition above about 16%, passing the limit was not always enough;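 note: cells stimulated with the agonist NPW; 0% = agonist with vehicle and 100% = vehicle without agonist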
V1R ag counter: agonists of human V1a receptor, primary screen, counter-screen for OXTR agonist project, fluorescence, CHO-V1R cells; Vasopressin V1a receptor (Homo sapiens), P37288; Fluo-8 calcium fluorescence, agonist mode; 0% DMSO, 100% 3 nM vasopressin; activation, % at 3 µM; 320,000 tested, 0.25% active; AID 2797, 2010;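 active = activation above the mean activation of all tested compounds plus 3 SD, per screening run, cut at about 20% in these data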;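 note: signal is peak over basal fluorescence ratio across a 100 second FLIPR read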
Target sequence (P37288 whole entry, looked up): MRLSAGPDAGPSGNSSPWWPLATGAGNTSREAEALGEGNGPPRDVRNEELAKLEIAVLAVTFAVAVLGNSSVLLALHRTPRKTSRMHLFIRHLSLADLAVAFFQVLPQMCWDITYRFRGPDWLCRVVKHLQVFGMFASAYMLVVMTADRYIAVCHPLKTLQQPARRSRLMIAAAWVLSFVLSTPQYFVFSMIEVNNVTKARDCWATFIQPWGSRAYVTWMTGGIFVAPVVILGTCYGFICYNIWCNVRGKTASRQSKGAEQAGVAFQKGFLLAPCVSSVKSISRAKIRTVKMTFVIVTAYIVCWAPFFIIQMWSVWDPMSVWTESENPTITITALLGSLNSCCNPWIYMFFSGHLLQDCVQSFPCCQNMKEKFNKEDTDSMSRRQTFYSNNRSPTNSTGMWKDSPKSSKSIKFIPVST
Starred values were filed as active, the others as inactive; / = not tested or not shown; [ ] = dose if it differs, or a comment. Random draw from the library; overall some 5.4% were active at least once.

SMILES | OXTR agonist | GalR3 antag | NALP1 inh | MEKK3 PB1 HTS | MEKK2wt PB1 HTS | PHOSPHO1 block | MEKK2mut PB1 HTS | GPR7 antagonist | V1R ag counter
CCNc1nc(NC(C)C)nc(N(C)C#N)n1 | -1.0 | -3 | -1 | 99 | 99 | 24 | 0 | -5 | 0.6
CCOC(=O)c1ccc(NC2OC(=O)c3ccccc32)cc1 (configuration not stated) | 0.6 | 0 | 36 | 100 | 105 | -10 | -1 | -4 | 0.5
CCN(CC)S(=O)(=O)c1ccc2c(c1)nc(CCC(=O)O)n2C | 0.6 | 1 | 5 | 99 | 98 | 42 | -3 | -17 | 0.4
O=C(NCCCN1CCCCC1)C1CCN(c2ncnc3c2nc2n3CCCCC2)CC1 | 0.0 | -4 | 10 | 97 | 102 | 20 | 2 | -16 | 0.3
COc1ccc(/C=N/N=C2/NC(=O)C(CC(=O)NC(C)C)S2)cc1 (configuration not stated) | 1.3 | 2 | 2 | 99 | 97 | 20 | 2 | -17 | 0.4
CCOc1ccc(C2=[N+]([O-])C(C)(C)N(O)C2(C)C)cc1 | -0.4 | 1 | -2 | 99 | 96 | 20 | 1 | -4 | -0.2
CCn1c(Sc2ccc(N)cc2Cl)nc2ccccc21 | -2.6 | 6 | 22 | 99 | 99 | -4 | -2 | -10 | -1.4
CN(CC(=O)Nc1ccccc1C(F)(F)F)C(=O)CCc1nc2sc3c(c2c(=O)[nH]1)CCCC3 | -0.3 | 1 | 16 | 100 | 100 | 17 | 0 | -16 | 0.9
Cc1cc(C)n(-c2ccc(C(=O)Nc3ccc(N4CCOCC4)cc3)cc2)n1 | 0.1 | -2 | -16 | 104 | 106 | 13 | 10 | 7 | 0.1
Cc1nc2ccccn2c1-c1csc(Nc2cccc(C(=O)O)c2)n1 | 0.1 | -9 | 13 | 105 | 105 | 9 | 3 | -3 | -0.5
COc1ccc(NC(=O)Cn2c(=O)oc3cc(Cl)ccc32)c(OC)c1 | 8.0 | -13 | 2 | 105 | 106 | 14 | 6 | 11 | 7.0
O=S(=O)(NC1CCCC1)c1ccc(S(=O)(=O)N2CCc3ccccc32)cc1 | 8.2 | -6 | 5 | 100 | 101 | -8 | 6 | 47* | 6.7
CC(=O)N(CCC1(C(C)C)CCOC(C)(C)C1)C(C)c1cccs1 (configuration not stated) | -0.9 | -3 | -20 | 87 | 95 | 20 | -15 | -6 | -0.6
N#Cc1ccccc1Sc1ccccc1C(=O)OCC(=O)NC12CC3CC(CC(C3)C1)C2 | -1.6 | -3 | 33 | 113 | 118 | -10 | 0 | -9 | 0.8
O=C(Nc1cccc(Cl)c1)C1CCCN(S(=O)(=O)c2cnc[nH]2)C1 (configuration not stated) | 0.3 | 2 | -14 | 109 | 106 | -7 | 4 | -7 | 0.9
O=[N+]([O-])c1ccc(N2CCN(S(=O)(=O)c3ccccc3)CC2)cc1 | 0.7 | -10 | 18 | 108 | 108 | 22 | 7 | 6 | 2.1
CS(=O)(=O)N(CC(=O)NCCSCc1ccco1)c1ccc2c(c1)OCO2 | 0.6 | -2 | -21 | 94 | 88 | 35 | -10 | 2 | 0.2
O=C(Nc1ncc(Br)s1)C(Cc1ccccc1)n1cccc1 (configuration not stated) | -1.0 | / | -44 | 107 | 106 | -9 | 8 | -11 | 1.3
CCOC(=O)/C=C(/C)N1N=C(c2ccc(OC)cc2)CC1c1cccc([N+](=O)[O-])c1 (configuration not stated) | -1.7 | -1 | / | 102 | 92 | 4 | 2 | 3 | 0.6
COCc1[nH]nc2c1C(c1ccsc1)C(C#N)=C(N)O2 (configuration not stated) | 0.2 | -3 | 12 | 96 | 98 | 1 | -4 | -9 | 0.9
CCOc1ccccc1C(=O)N(Cc1ccccc1)Cc1cc2cc3c(cc2[nH]c1=O)OCCO3 | -1.2 | 0 | / | 94 | 88 | / | -5 | 2 | 0.2
CC(C)(C)CC(=O)O/N=C(\N)c1ccncc1 | 1.5 | 6 | -8 | 107 | 105 | 23 | 2 | -13 | 0.5
COC(=O)CSc1nnc(CNC(=O)c2ccc(OC)cc2OC)n1C | 0.9 | -6 | 1 | 91 | 92 | 11 | -10 | -3 | 3.0
c1ccc(-c2nnc(-c3ccccc3)nn2)cc1 | -0.3 | -6 | / | 104 | 101 | 32 | 4 | -20 | 1.3
O=C(O)c1ccc(CSc2nnc(-c3ccncc3)n2-c2ccc(Br)cc2)cc1 | 0.1 | -1 | -6 | 112 | 105 | -1 | 4 | -1 | 0.5
COc1cc2c(cc1NC(=O)CSc1nnc(Cc3cccs3)n1C)oc1ccccc12 | -1.0 | 0 | 34 | 106 | 114 | -22 | 4 | -3 | -0.1
CCOc1ccc(C(=O)NN2C(=O)C3C4C=CC(O4)C3C2=O)cc1 (configuration not stated) | -0.5 | -1 | -18 | 101 | 104 | 10 | 18 | -7 | 0.0
O=c1c2ccccc2[nH]c(=S)n1Cc1ccccc1 | -1.3 | -12 | 3 | 98 | 99 | -29 | 0 | -8 | 1.0
CCO[C@H]1OC(C(=O)N2CCN(Cc3ccc4c(c3)OCO4)CC2)=C[C@@H](c2ccccc2)[C@@H]1CCCO | 1.2 | -3 | 0 | 105 | 108 | 24 | 9 | -16 | 0.2
Cc1cc(N)ccc1NC(=O)c1ccccc1 | 0.0 | -1 | 36 | 100 | 100 | 22 | -3 | -2 | 0.3

Profiles as entered above. Screens in order: OXTR agonist, GalR3 antag, NALP1 inh, MEKK3 PB1 HTS, MEKK2wt PB1 HTS, PHOSPHO1 block, MEKK2mut PB1 HTS, GPR7 antagonist, V1R ag counter
O=S(=O)(NC1CCCC1)c1ccc(S(=O)(=O)N2CCc3ccccc32)cc1 is listed as 8.2, -6, 5, 100, 101, -8, 6, 47*, 6.7
O=C(NCCCN1CCCCC1)C1CCN(c2ncnc3c2nc2n3CCCCC2)CC1 is listed as 0.0, -4, 10, 97, 102, 20, 2, -16, 0.3

Continued.
SMILES | OXTR agonist | GalR3 antag | NALP1 inh | MEKK3 PB1 HTS | MEKK2wt PB1 HTS | PHOSPHO1 block | MEKK2mut PB1 HTS | GPR7 antagonist | V1R ag counter
Cc1onc(-c2c(F)cccc2Cl)c1C(=O)Nc1nc2ccccc2[nH]1 | -0.1 | 4 | -20 | 104 | 108 | 4 | 20 | -3 | 2.5
CN(C)C(=S)NC(=NCc1ccc([N+](=O)[O-])cc1)c1ccccc1 | 0.6 | -3 | 2 | 101 | 101 | 7 | -4 | 6 | 0.1
COC(=O)/C=C/c1cnc2ccccc2c1 | -1.1 | -6 | 15 | 65 | 70 | 24 | -19 | 7 | -1.1
O=C(N/N=C1\CCCc2ccccc21)c1ccc([N+](=O)[O-])cc1Cl | 0.7 | -3 | 7 | 99 | 104 | 4 | 5 | -7 | -0.6
NC(=O)CC1NC(=O)c2ccccc21 (configuration not stated) | -0.1 | 2 | 1 | 99 | 100 | -47 | 1 | 13 | -0.8
COc1ccc(NC(=O)N2CCN(c3ccc([N+](=O)[O-])cc3)CC2)cc1OC | 1.9 | -4 | -2 | 45*[inhibitor] | 56 | -6 | -13 | 7 | 1.5
CCC(Cc1ccccc1)NC(=O)Cn1ncc2ccsc2c1=O (configuration not stated) | 0.1 | -6 | -19 | 93 | 87 | -26 | -12 | -1 | 0.7
O=C(Cn1c(NCCCO)nc2ccccc21)c1ccc(F)cc1 | 0.2 | -7 | 6 | 102 | 101 | 24 | -1 | 1 | 1.5
O=C(c1ccc([N+](=O)[O-])cc1)c1cc2ccc(O)cc2oc1=O | 6.9 | -8 | 7 | 101 | 98 | 27 | 5 | -15 | 9.1
COc1ccc(OC)c(N(CC(=O)Nc2cccnc2)S(=O)(=O)c2ccc(C)cc2)c1 | -1.0 | -3 | 11 | 96 | 102 | 14 | 0 | -11 | 1.4
CCN(CC)C(=O)c1cn(CCC#N)nc1-c1ccc2ccccc2c1 | -2.4 | -9 | 2 | 101 | 110 | 8 | 10 | -1 | 0.1
O=C(Nc1ccccc1Cl)C1CCN(S(=O)(=O)c2cccc3nonc23)CC1 | 2.6 | -8 | 37* | 98 | 99 | -22 | -3 | 6 | 1.9
COc1ccc(NC(=O)Nc2cccc3ccccc23)cc1OC | 0.3 | -5 | 16 | 99 | 100 | 14 | 7 | -9 | 1.1
O=S(=O)(c1ccccc1)c1nc(-c2ccco2)oc1NCc1cccnc1 | 0.5 | -5 | 13 | 95 | 96 | 68* | -1 | 3 | 1.3
CCCC(=O)c1c[nH]c(C(=O)NCc2ccco2)c1 | -0.5 | 1 | 10 | 94 | 96 | 34 | -1 | -5 | -1.0
O=C(CCN1C(=O)c2ccc(Br)cc2C1=O)NC1CCCCC1 | 0.6 | -1 | -1 | 105 | 107 | 43 | -1 | -8 | 12
CCOc1ncccc1C(=O)OCC(=O)c1cc(C)n(Cc2ccco2)c1C | 0.5 | -5 | -4 | 96 | 93 | -9 | -4 | 14 | 2.0
O=C(NC(=O)c1ccc(F)cc1F)Nc1ccc(Cl)cc1 | 0.0 | 1 | / | 98 | 94 | 33 | -4 | -9 | -1.7
O=C(Oc1nsnc1N1CCOCC1)N1CCCC1 | 0.6 | -5 | / | 103 | 105 | / | -4 | -6 | -0.4
O=C(Cn1c(=O)oc2cc(S(=O)(=O)N3CCCC3)ccc21)N1CCc2ccccc2C1 | 0.1 | -5 | 3 | 99 | 99 | -17 | 4 | 0 | 2.0
C=CCOc1ccc(CNn2c(C)n[nH]c2=S)cc1OC | 1.0 | -2 | 14 | 108 | 110 | -105 | 9 | -11 | -0.1
CSCc1ccc(C(=O)Nc2cccc(C)c2C)cc1 | -1.5 | -12 | 20 | 109 | 108 | -32 | 4 | 2 | -0.9
COc1ccc2oc(=O)cc(CN(C)Cc3ccccc3)c2c1 | -2.6 | -8 | 5 | 110 | 109 | / | 15 | -14 | 2.1
O=C(c1ccc(Br)cc1)c1sc(N2CCOCC2)nc1-c1ccccc1 | -1.5 | -6 | 5 | 98 | 79 | 0 | -12 | -14 | 0.2
Fc1cccc(/C=N/N=C/c2cccc(F)c2)c1 | 0.5 | -5 | 1 | 102 | 103 | 20 | 6 | -11 | 0.5
Cc1ccc(-n2nnnc2C(=Cc2ccc(N(C)C)cc2)c2nnnn2-c2ccc(C)cc2)cc1 | 0.5 | -2 | 16 | 105 | 99 | -15 | -3 | -17 | 0.7
CCCC(=O)Nc1nnc(-c2ccc(Cl)s2)o1 | 0.0 | 1 | -8 | 104 | 109 | -13 | 7 | -1 | 0.6
NS(=O)(=O)c1ccc(CCNC(=O)CSc2nc3ccccc3c(=O)n2CCC(=O)N2CCCCC2)cc1 | -0.9 | -5 | -5 | 99 | 102 | -7 | 1 | -14 | -1.2
S=C(NC1CC2CCC1C2)N1CCN(c2cccc(Cl)c2)CC1 (configuration not stated) | 2.5 | -8 | 18 | 94 | 93 | -2 | -4 | -3 | 2.4

Single entries from the results shown.
Cc1cc(N)ccc1NC(=O)c1ccccc1 @ MEKK2wt PB1 HTS: 100
COc1cc2c(cc1NC(=O)CSc1nnc(Cc3cccs3)n1C)oc1ccccc12 @ MEKK3 PB1 HTS: 106
